Wnt act – Wnt/beta-catenin pathway activation; Wnt/beta-catenin reporter cell assay, activator, plate reader; activation, % at 9.35 µM; 300,000 compounds, 1.2% hits; AID 743398; in the data active = activation above about 30%, passing the limit was not always enough;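 also: 0% = neutral control wells and 100% = positive control wells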
Tat transport – inhibitors of E. coli Tat protein transport | E. coli MC4100 TorA-mCherry Tat export, fluorescence | inhibition, % at 10 µM | 340,000 compounds, 0.036% hits | AID 488895;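 active = mean replicate inhibition at least 50% and at least half of replicates individually reaching 50%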;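 also: exported cargo escapes ClpAP degradation while cytoplasmic cargo is degraded and loses fluorescence; 0% = median of neutral control wells and 100% = median of NaSCN control wells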
V-ATPase pHluor – yeast V-ATPase proton transport regulation by pHLuorin; S. cerevisiae, pHLuorin cytosolic pH fluorescence; AID 504577; response, % at 10 µM; 350,000 compounds, 0.37% hits; in the data active = response mostly above about 7.3%, no sharp cut-off; inactive = mostly below about 5.4%; also: actives read high; inactives centre near 0; some compounds called inactive have numbers as strong as hits
Rtt109 Vps75 – blocks Candida albicans Rtt109/Vps75 acetyltransferase activity. Q5AAJ8. purified Rtt109/Vps75, ThioGlo CoA-SH fluorescence, 4 h. inhibition, % at 34.9 µM. 330,000 compounds, 0.16% hits. AID 540336;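 active = inhibition of at least 50% in every replicate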
Target sequence (Q5AAJ8 whole entry, looked up): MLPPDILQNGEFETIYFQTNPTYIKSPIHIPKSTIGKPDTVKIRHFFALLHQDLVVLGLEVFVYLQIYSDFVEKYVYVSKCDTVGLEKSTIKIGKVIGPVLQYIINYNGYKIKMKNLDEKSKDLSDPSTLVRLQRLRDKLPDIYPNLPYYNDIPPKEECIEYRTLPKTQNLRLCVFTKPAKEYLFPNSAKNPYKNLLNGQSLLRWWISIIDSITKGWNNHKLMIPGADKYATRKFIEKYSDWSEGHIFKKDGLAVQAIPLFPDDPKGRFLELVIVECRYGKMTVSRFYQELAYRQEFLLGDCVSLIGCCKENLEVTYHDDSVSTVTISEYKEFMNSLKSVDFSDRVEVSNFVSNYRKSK
CAL PDZ FP-1 – blocks peptide binding to the human CAL PDZ domain; Q9HD26; purified CAL PDZ, TMR-peptide fluorescence polarization, 1 h; inhibition, % at 24.9 µM; 300,000 compounds, 0.92% hits; AID 602252;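 active = mean inhibition of at least 30% with at least half of replicates also reaching 30%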;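 also: 0% = DMSO neutral control and 100% = excess unlabeled competitor peptide PRC23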
CAL PDZ FP-2 – inhibitors of human CAL PDZ peptide binding; Q9HD26; purified CAL PDZ, TMR-peptide fluorescence polarization, 1 h; inhibition, % at 20 µM; 330,000 compounds, 0.02% hits; AID 504414;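 active = highest replicate inhibition of at least 40%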;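 also: plate controls were DMSO neutral control wells for no effect and unlabeled competitor peptide control wells for full effect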
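material = purified tagged CAL PDZ domain construct (CerCALP) | buffer or medium = sodium phosphate/NaCl buffer pH 7.4 with TCEP, IgG, Thesit | reagent = TMR-labelled reporter peptide T*-PRC34 bound in PDZ groove | incubation = 1 h room-temperature incubation prior to read | measured by = fluorescence polarization (mP) | evaluation = percent inhibition from loss of millipolarization | control set = unlabelled peptide and DMSO controls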
CDK5 inh – inhibitors of human CDK5/p35 kinase | AID 488839 | inhibition, % at 10 µM | Recombinant CDK5/p35, ADP-Glo luminescence, 60 min | 330,000 compounds, 0.01% hits;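 active = highest replicate inhibition of at least 50% and at least 75% of replicates reaching 50%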;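 also: plate controls were DMSO neutral control for no effect and GW8510 at 10 µM for full effect; many of its hits are not listed in these tables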
dFosB activator – mouse delta FosB homodimer activation; P13346; purified delta FosB, TAMRA-CDK5 oligo fluorescence polarization; percent of positive-control signal above neutral wells; activation, % at 25 µM; 340,000 compounds, 0.99% hits;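 active = mean activation above about 17%, with every replicate also reaching it, limit read from the data, passing the limit was not always enough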;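 also: fluorescence polarization rise as delta FosB binds a TAMRA Cdk5 AP-1 oligo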
Target sequence (P13346 whole entry, looked up): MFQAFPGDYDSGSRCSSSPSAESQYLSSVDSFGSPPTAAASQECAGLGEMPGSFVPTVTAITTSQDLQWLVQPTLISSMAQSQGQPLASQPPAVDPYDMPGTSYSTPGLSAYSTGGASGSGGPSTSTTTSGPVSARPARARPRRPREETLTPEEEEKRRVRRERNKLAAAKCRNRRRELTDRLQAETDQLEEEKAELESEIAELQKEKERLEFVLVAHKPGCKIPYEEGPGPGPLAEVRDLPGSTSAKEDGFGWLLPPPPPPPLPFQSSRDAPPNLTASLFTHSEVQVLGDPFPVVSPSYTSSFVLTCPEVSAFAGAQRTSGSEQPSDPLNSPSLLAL
cardiac RTF act – cardiac RTF calcium sensitization. IANBD-labeled TnC RTF fluorescence at EC20 calcium; 0% EC20 calcium, 100% full calcium. 340,000 compounds, 0.24% hits. activation, % at 7.2 µM;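 active = activation above the mean over all tested compounds plus 3 SD, cut at about 30% in these data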;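 also: rise in fluorescence read as greater calcium sensitivity of cardiac thin filaments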
MITF act – increases MITF-driven TRPM1 promoter luciferase signal; SK-MEL-5 TRPM1-promoter luciferase, 24 h; % of positive control, neutral wells = 0; activation, % at 12.5 µM; 300,000 compounds, 0.75% hits; AID 588334;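 active = mean activation of at least 80% with every replicate also reaching 80%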;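 also: 0% = neutral control wells and 100% = parthenolide positive control wells; values of inactives mirror those of a sister screen read the other way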
* = called active by the depositor; nt = not tested or not shown. Compounds as they come; 4.1% or so of the library scored in one or more.

#	SMILES	Rtt109 Vps75	V-ATPase pHluor	CAL PDZ FP-1	CDK5 inh	Tat transport	Wnt act	cardiac RTF act	CAL PDZ FP-2	MITF act	dFosB activator
1	Cn1c(C(=O)NCCN2CCOCC2)cc2c(=O)n(C)c3ccccc3c21	-4	-4	2	0.4	9	4	-4	0.1	-1	-8
2	O=C(Nc1ccc(S(=O)(=O)NC2CCCCC2)cc1)c1ccc(Br)o1	3	-2	0	-0.8	0	0	-4	-0.1	10	-16
3	Cc1ccc(C)c(OCc2cc(C(=O)N(C)Cc3ccccn3)no2)c1	9	1	-2	0.5	-5	2	-3	-1.5	53	-1
4	CO/N=C\CC(=O)Nc1ccc(Cl)cc1Cl	-12	0	0	0.1	2	-2	3	-3.1	-1	3
5	Cc1ccc(C(=O)NCCNC(=O)c2ccco2)cc1C	-7	5	nt	-1.2	-8	0	-4	-1.2	4	-5
6	COC(=O)c1cc(NS(=O)(=O)c2ccc(NCc3cccnc3)c([N+](=O)[O-])c2)cc(C(=O)OC)c1	1	4	-3	-1.7	5	nt	-2	-0.8	-12	4
7	Cn1cnc2nc[nH]c2c1=O	9	-1	-3	0.1	4	-1	-4	0.1	8	3
8	Cc1ccc(NCC(O)Cn2cnc3c2c(=O)n(C)c(=O)n3C)cc1 (stereo unspecified)	-5	1	4	-1.0	-1	-1	1	-1.0	nt	-1
9	C[C@@H]1CN([C@@H](C)CO)C(=O)c2cccc(NS(C)(=O)=O)c2O[C@H]1CN(C)CC1CCCCC1	3	-3	0	0.0	0	-2	9	-1.1	0	4
10	CC1(C)Cc2nc(-c3ccccc3)nc(NNC(=O)c3ccco3)c2CO1	-1	4	nt	0.7	-7	-3	0	-1.0	10	5
11	C=C1CCN([C@H](C(=O)NCc2ccc(Cl)cc2)C(C)C)S(=O)(=O)c2ccccc21	3	-2	-4	-0.7	-2	-3	10	-0.1	-10	-5
12	C1CCN(Cc2nnnn2C2CCCC2)CC1	-2	-2	-1	-2.3	4	1	6	-2.2	15	-3
13	O=C(c1ccc(Cl)cc1)N1CCC(N2CCC(C(=O)N3CCOCC3)CC2)CC1	-9	0	-3	0.1	-3	-4	-3	-1.9	-11	-9
14	Cc1c(N2C(=O)CSC2=S)c(=O)n(-c2ccccc2)n1C	-7	4	-3	0.1	-4	0	-2	0.2	7	0
15	O=C(NC1(C(F)(F)F)N=C2SCCN2C1=O)C1CCCCC1 (stereo unspecified)	-17	-1	1	0.9	8	-1	-1	-1.0	-2	-5
16	O=C(COc1ccc(Br)cc1)NCCNC(=O)c1ccncc1	-6	-2	-5	0.9	-5	1	-6	0.4	-7	9
17	O=C(N/N=C/c1ccc(O)cc1)/C(=C/c1ccc([N+](=O)[O-])cc1)NC(=O)c1ccccc1	3	-3	0	0.8	-7	0	-7	-2.1	10	14
18	Fc1ccc(COc2ccc(Br)cc2CNCC2CCCO2)cc1 (stereo unspecified)	0	0	-5	-2.7	2	-1	3	-1.5	5	-5
19	O=C(NCc1cccc2[nH]ccc12)C1CCC(=O)N(CCc2ccc(Cl)cc2)C1 (stereo unspecified)	3	-1	-5	-1.0	0	-1	-3	-1.4	-6	-12
20	C=CCn1c(Cc2cccs2)nnc1SCC(=O)Nc1cc(OC)cc(OC)c1	6	2	-3	1.7	-2	-5	7	-1.2	6	1
21	COC(=O)CN(c1cc(Cl)ccc1OC)S(=O)(=O)c1ccc(OC)c(OC)c1	-3	-3	-1	-0.5	5	-2	-3	-2.2	-2	-7
22	Cc1cc(OCC(=O)NCc2cccnc2)c2c(C)c(C)c(=O)oc2c1	0	-5	-4	1.3	-8	1	1	-1.8	-12	-3
23	CCCCCCn1c(N2CCCC2)nc2c1c(=O)[nH]c(=O)n2C	-18	-3	-2	0.1	7	-1	-3	-0.4	-6	-2
24	COC(=O)[C@]1(C)N[C@H](CN(C)C(=O)NC(C)C)[C@@H]2C(=O)N(C)C(=O)[C@@H]21	-1	-1	-2	2.1	-7	0	-2	-0.1	8	0
25	COc1ccc(C2(CNC(=O)c3cccc([N+](=O)[O-])c3)CCOCC2)cc1	6	-8	-2	-0.5	-1	-3	3	-0.3	-3	-8
26	Cc1nc(N)nc(Cl)c1CCC1OCCO1	-6	1	4	0.4	-13	-2	-4	-0.5	3	3
27	C/C(CC(=O)Nc1ccc2c(c1)OCCO2)=N\NC(=O)Cc1ccccc1	12	-4	-2	0.0	1	-3	-2	-3.6	-2	1
28	O=C(N/N=C/C(Br)=C/c1ccccc1)c1n[nH]c2c1CCC2	-4	-1	0	-3.8	14	nt	7	-1.8	-12	-13
29	CC(C)(C)NC(=O)C(c1ccc(O)cc1)N(C(=O)CCC(=O)Nc1ccccn1)c1ccc(F)cc1 (stereo unspecified)	9	3	-5	0.5	-2	-3	0	-2.7	8	-13
30	CC(CCc1ccco1)NC(=O)c1cccc2c1C(=O)N(C1CCCCC1)C2 (stereo unspecified)	9	2	-4	-0.1	-6	-3	9	-3.2	9	-15
31	O=C(NCCC1=CCCCC1)C1CCC(CNc2c(N3CCCCC3)c(=O)c2=O)CC1 (stereo unspecified)	15	-2	2	-1.0	-1	-1	2	0.2	-23	-9
32	Cc1ccc(C(=O)Nc2ccc(F)c(S(=O)(=O)N3CCOCC3)c2)s1	2	1	-1	0.5	0	0	0	-1.0	-3	-9
33	CC1Cc2ccccc2N1C(=O)c1cnc2ccccn2c1=O (stereo unspecified)	-3	2	-3	2.2	11	-1	-3	-1.4	-6	-17
34	C[C@H]1CN([C@@H](C)CO)C(=O)Cc2cc(NC(=O)CCC(F)(F)F)ccc2O[C@H]1CN(C)S(=O)(=O)c1ccc(Cl)cc1	6	1	2	-1.8	2	-12	-5	-2.6	-31	-18
35	CCOc1ccccc1C(=O)NN1C(=O)CCC1=O	-1	2	-1	-4.0	-10	nt	17	0.0	-10	0
36	CCCCc1nnc(NC(=O)C(C)Sc2nc(C)cc(=O)[nH]2)s1 (stereo unspecified)	11	0	nt	-0.3	-1	nt	2	-0.1	0	10
37	CCOC(=O)N1CCN(Cc2ccccc2Cl)CC1	1	6	-3	0.0	-2	nt	2	0.6	18	-3
38	CC(C)(C)NC(=O)CSc1nc(N)c(NC(=O)c2ccccc2F)c(=O)[nH]1	-5	0	11	1.8	-5	-1	6	-1.6	7	-5
39	CN1CCN(c2ccccc2NC(=O)c2ccc(-c3ccccc3)cc2)CC1	10	-2	-2	0.8	-2	nt	-1	-1.3	5	-5
40	O=C(NCc1ccco1)c1ccc2c(=O)n(-c3ccccc3)c(=S)[nH]c2c1	4	-6	5	-1.7	3	nt	10	-0.9	-5	35*
41	O=C(c1cc(Br)ccc1Cl)N1CCN(c2ncccn2)CC1	1	2	-3	-1.3	-11	0	-1	-1.3	7	2
42	O=C(NCc1c(Cl)cccc1Oc1ccccc1)c1ccccc1	7	1	-3	0.4	-3	5	2	-0.2	-10	-3
43	COc1cc(/C=C(\NC(=O)c2cc(OC)c(OC)c(OC)c2)C(=O)NC(C(=O)O)c2ccccc2)cc(OC)c1OC (stereo unspecified)	1	-3	-3	-5.4	9	-1	-8	-2.0	-6	-1
44	Cc1cc(C)cc(OCc2nnc(SCC(=O)NC3CC3)n2C)c1	-5	1	-2	-1.5	-8	1	-2	-0.2	-4	-1
45	COC(=O)c1ccc(NC(=O)CS(=O)(=O)c2ccccc2)cc1	5	0	-5	0.2	-1	-1	9	-3.4	nt	-6
46	Cc1cccc2sc(NC(=O)C3c4ccccc4Oc4ccccc43)nc12	2	2	8	-3.4	8	-4	-5	nt	1	3
47	COC(=O)c1cc2c(ccn2-c2ccc(F)cc2)n1CC(=O)C(C)(C)C	54*	-2	17	-2.0	-11	-3	4	-0.6	5	-3
48	CS(=O)(=O)Nc1ccc2c(c1)OCC(=O)N2Cc1ccccc1	6	1	-2	0.9	4	0	-5	-3.0	1	-3

Sorted by length of the SMILES (largest number first): eight of the compounds above
#	SMILES	Rtt109 Vps75	V-ATPase pHluor	CAL PDZ FP-1	CDK5 inh	Tat transport	Wnt act	cardiac RTF act	CAL PDZ FP-2	MITF act	dFosB activator
43	COc1cc(/C=C(\NC(=O)c2cc(OC)c(OC)c(OC)c2)C(=O)NC(C(=O)O)c2ccccc2)cc(OC)c1OC (stereo unspecified)	1	-3	-3	-5.4	9	-1	-8	-2.0	-6	-1
38	CC(C)(C)NC(=O)CSc1nc(N)c(NC(=O)c2ccccc2F)c(=O)[nH]1	-5	0	11	1.8	-5	-1	6	-1.6	7	-5
40	O=C(NCc1ccco1)c1ccc2c(=O)n(-c3ccccc3)c(=S)[nH]c2c1	4	-6	5	-1.7	3	nt	10	-0.9	-5	35*
47	COC(=O)c1cc2c(ccn2-c2ccc(F)cc2)n1CC(=O)C(C)(C)C	54*	-2	17	-2.0	-11	-3	4	-0.6	5	-3
39	CN1CCN(c2ccccc2NC(=O)c2ccc(-c3ccccc3)cc2)CC1	10	-2	-2	0.8	-2	nt	-1	-1.3	5	-5
48	CS(=O)(=O)Nc1ccc2c(c1)OCC(=O)N2Cc1ccccc1	6	1	-2	0.9	4	0	-5	-3.0	1	-3
44	Cc1cc(C)cc(OCc2nnc(SCC(=O)NC3CC3)n2C)c1	-5	1	-2	-1.5	-8	1	-2	-0.2	-4	-1
41	O=C(c1cc(Br)ccc1Cl)N1CCN(c2ncccn2)CC1	1	2	-3	-1.3	-11	0	-1	-1.3	7	2

Assay outcomes from PubChem.
